# Source: PubChem BioAssay (National Center for Advancing Translational Sciences (NCATS))
# D2 PAM: positive allosteric modulators of human D2 dopamine receptor. P14416. HEK293 T-REx D2, calcium flux, EC20 dopamine potentiation. potentiation, % at 10 µM. actives 0.34% (n = 340,000);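 active = potentiation over 3 SD above the plate norm, cut at about 30% in these data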; also: 0% is about no effect
#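 Primary screen. Calcium kinetics in induced HEK293 T-REx D2 cells: compound pre-addition 180 s, EC20 dopamine, 180 s more.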
# RXFP1 agonist: activates the human relaxin receptor RXFP1 | Potency, µM (top dose mostly 57.5 µM), for inactives: top-dose activation, most hits filed as activators | HEK293T-RXFP1 cAMP TR-FRET, 30 min; response scale: percent of porcine relaxin response, buffer zero | actives 0.3% (n = 370,000) | Q9HBX9 | AID 2676; active = well fitted activation curve with a large enough effect; inconclusive = small, poorly fitted or top-dose-only effect; also: potency is read from the fitted curve at half-maximal effect; % is scaled to controls: 0 for no effect and ±100 for the full control effect; nearly all actives have a fitted effect of over 60% in size; many of its hits are not listed in these tables
#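 Agonist response is measured as cAMP accumulation in an RXFP1-transfected HEK293T line under PDE4 inhibition. Values are scaled between buffer-only and 29 nM porcine relaxin, and EC50s come from standard Hill equation fits.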
# TRHR enhancer: TRH receptor (human) allosteric enhancement. P34981. TRHR cells, fluo-8 calcium fluorescence, EC20 TRH enhancement. enhancement, % at 2 µM. actives 0.66% (n = 360,000). AID 493056; in the data active = enhancement above about 30%; also: 0% is about no effect
# Target sequence (P34981 whole entry, looked up): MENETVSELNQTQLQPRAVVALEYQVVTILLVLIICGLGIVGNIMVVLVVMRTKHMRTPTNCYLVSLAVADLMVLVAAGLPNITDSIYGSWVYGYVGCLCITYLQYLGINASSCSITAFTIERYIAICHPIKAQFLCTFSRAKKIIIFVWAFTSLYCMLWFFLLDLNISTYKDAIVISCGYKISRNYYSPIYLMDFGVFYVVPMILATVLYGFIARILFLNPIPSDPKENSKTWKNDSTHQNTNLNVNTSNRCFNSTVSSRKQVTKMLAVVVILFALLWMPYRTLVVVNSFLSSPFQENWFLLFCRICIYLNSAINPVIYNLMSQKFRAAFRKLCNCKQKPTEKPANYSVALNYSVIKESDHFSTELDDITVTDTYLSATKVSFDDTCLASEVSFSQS
#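 Enhancer read-out: after compound pinning and an initial kinetic agonist-mode read, an EC20 of TRH (10 nM final) was injected and fluo-8 calcium signal (Ex 480/Em 530) followed at 1 s/cycle for 100 cycles in TRHR-expressing cells.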
# RXFP1 antagonist: RXFP1 (human) relaxin receptor antagonism | Q9HBX9 | HEK293-RXFP1, relaxin-stimulated cAMP HTRF, 30 min; hits give low values | activity change, negative = inhibition, % at 57.5 µM | actives 0.59% (n = 350,000);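 active = activity change of -60% or lower, but not beyond a set lower limit; inconclusive = change between -60% and -40%, or beyond the set limit; inactive = change above -40%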; also: % is scaled to controls: 0 for no effect and ±100 for the full control effect
# D1 agonist: human D1 receptor agonism; P21728; HEK293 T-REx D1 cells, calcium flux, agonist mode; activation, % at 2 µM; actives 1% (n = 360,000); AID 504660; in the data active = activation above about 30%; also: 0% is about no effect
# Target sequence (P21728 whole entry, looked up): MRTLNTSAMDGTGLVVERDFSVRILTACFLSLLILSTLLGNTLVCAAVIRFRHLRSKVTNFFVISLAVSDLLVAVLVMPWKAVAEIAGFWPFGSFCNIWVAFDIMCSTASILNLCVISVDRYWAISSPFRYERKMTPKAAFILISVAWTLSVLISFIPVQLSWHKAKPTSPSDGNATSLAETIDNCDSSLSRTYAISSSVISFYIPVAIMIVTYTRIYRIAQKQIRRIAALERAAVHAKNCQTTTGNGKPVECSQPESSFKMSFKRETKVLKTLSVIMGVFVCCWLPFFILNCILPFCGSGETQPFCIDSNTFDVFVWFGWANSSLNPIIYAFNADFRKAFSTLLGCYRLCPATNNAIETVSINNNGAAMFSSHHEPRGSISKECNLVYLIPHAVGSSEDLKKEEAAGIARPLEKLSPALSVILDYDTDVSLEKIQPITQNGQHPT
#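 Inducible HEK293 T-REx D1 cells, force-coupled to calcium signalling, were plated at 4000 cells/well with tetracycline and held overnight at 30 C. After no-wash calcium dye loading, compound-evoked calcium rise over 180 s flagged agonists.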
# D1 antagonist: blocks dopamine activation of the human D1 receptor; actives 3.2% (n = 360,000); HEK293 TREx D1 cells, calcium flux, dopamine EC80; hits give low values; AID 504652; activity change, negative = inhibition, % at 10 µM; P21728; in the data active = activity change below about -30%; also: % is scaled to controls: 0 for no effect and ±100 for the full control effect
#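 Tetracycline-induced HEK293 T-REx cells with force-coupled D1 receptor were loaded with a no-wash calcium dye. Compound was added after a 10 s baseline and read kinetically for 180 s; EC80 dopamine was then added and calcium flux followed another 180 s.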
# D2 antagonist: antagonists of human D2 dopamine receptor; actives 2% (n = 340,000); HEK293 TREx D2 cells, calcium flux, dopamine EC80; P14416; inhibition, % at 10 µM; in the data active = inhibition above about 30%; also: 0% is about no effect
#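 Tetracycline-induced HEK293 T-REx cells expressing D2 force-coupled to calcium signalling were dye-loaded, exposed to compound for 180 s, then challenged with an EC80 of dopamine; calcium flux was followed kinetically for a further 180 s.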
# D1 PAM: human D1 dopamine receptor positive modulation; HEK293 TREx D1 cells, calcium flux, dopamine EC20 potentiation; potentiation, % at 10 µM; actives 0.036% (n = 360,000); in the data active = potentiation above about 30%; also: 0% is about no effect
# D2 agonist: D2 dopamine receptor (human) agonism; P14416; HEK293 T-REx D2 cells, calcium flux agonist mode; activation, % at 2 µM; actives 0.53% (n = 340,000); AID 485358;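 active = activation over 3 SD above normal in the single-dose calcium agonist read, cut at about 30% in these data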; also: 0% is about no effect
#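 In this primary screen, compounds producing a positive calcium signal within 180 s of addition to tetracycline-induced, force-coupled HEK293 Trex D2 cells are flagged; cells are dye-loaded with a no-wash calcium kit beforehand.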
# Active calls of the source: *; ? = inconclusive; nt = not tested or not shown; & = joins results of further samples. A portion of the library, so the mix of outcomes need not match the whole.
cpd	molecule	D2 PAM	RXFP1 agonist	TRHR enhancer	RXFP1 antagonist	D1 agonist
1	Cc1cccc(NC(=O)C2CCN(S(=O)(=O)c3c(C)nn(C)c3C)CC2)n1	-1	0.3%	14	nt	-3
2	CCN(CC(=O)Nc1c(F)cccc1F)C(=O)CCNC(=O)c1ccco1	-4	-1.1%	-2	-9	4
3	Cc1ccc(N2CC(C(=O)NCCS(=O)(=O)N3CCN(c4ccccc4F)CC3)CC2=O)cc1 (stereo not drawn)	12&6	-0.5%&0.9%	0&-1	14&-12	1&0
4	CN(C(=O)/C=C/c1ccc2c(c1)OCO2)c1ccccc1	0	1.4%	0	-7	2
5	COc1cccc(-c2ccc(C#N)c(SCC(=O)NCc3ccco3)n2)c1	-9	35µM*	17	-5	1
6	CC(C)(C)n1nnnc1CN1CCN(C2CCCC2)CC1	14	-1.0%	4	4	1
7	C/C(=N\Nc1ccc(Cl)c(C(=O)O)c1)c1ccc2c(c1)OCO2	0	3.0%	-5	-10	6
8	CC1CN(S(=O)(=O)c2ccc(NC(=O)c3cc(-c4ccccc4O)n[nH]3)cc2)CC(C)O1 (stereo not drawn)	1	1.6%	3	-15	5
9	Cc1cc(=O)oc2cc(OC(C)C(=O)NCC3CCC(C(=O)O)CC3)ccc12 (stereo not drawn)	-6	1.5%	1	nt	3
10	CCCCOc1ccc(-c2c(C(=O)Nc3ccccc3)c(C)[nH]c(=S)c2C#N)cc1	-1	22µM*	-1	28	-2

cpd	D1 antagonist	D2 antagonist	D1 PAM	D2 agonist
1	-12	-3	3	1.0
2	7	-6	-6	0.2
3	-2&8	11	-5&0	0.1&4.4
4	11	17	-5	-1.3
5	-28	13	0	-0.6
6	3	-7	-3	0.2
7	-11	3	-6	2.5
8	15	-10	8	0.7
9	25	-23	1	-0.1
10	22	-5	1	0.2

# The list goes on:
cpd	molecule	D2 PAM	RXFP1 agonist	TRHR enhancer	RXFP1 antagonist	D1 agonist
11	CC1CC2=C(NC(=S)NC2c2ccccc2F)/C(=C/c2ccccc2F)C1 (stereo not drawn)	0	2.2%	-4	13	2
12	CCC(Cn1nnc2ccccc2c1=O)NC(=O)Nc1cc(C)cc(C)c1 (stereo not drawn)	-27	3.7%	-9	-18	2
13	C/C(=C\C(=O)Nc1nccs1)c1ccccc1	21	-0.1%	9	2	2
14	CCN(CC)S(=O)(=O)c1ccc2c(c1)c(=O)c(C(=O)N1CCN(c3ccc(OC)cc3)CC1)cn2C	4	-3.7%	5	nt	-1
15	Cc1cccc(NC(=S)NC(=O)c2cc(-c3ccccc3)nc3ccccc23)c1	-4	-3.6%	0	-15	1
16	O=C(Cn1nc2c(cc1=O)CCCC2)NCc1ccccc1	11	0.4%	-1	2	0
17	O=C(CSc1c2c(nc3cc(Cl)ccc13)CCCC2)NCc1ccco1	-1	3.0%	-1	-7	0
18	O=C1C2Sc3[nH]c(=O)sc3C(c3ccccc3)C2C(=O)N1c1ccccc1 (stereo not drawn)	-8	-0.2%	5	-4	6
19	O=C(O)COc1ccccc1Cc1ccccc1	-1	0.6%	2	-6	3
20	CCOc1ccc(C(=O)Nc2cccc(C(=O)OCc3cc(=O)n4cc(C)sc4n3)c2)cc1	7	27%	1	-13	2

cpd	D1 antagonist	D2 antagonist	D1 PAM	D2 agonist
11	-2	1	-3	-1.4
12	7	nt	2	-1.3
13	1	3	-4	0.8
14	-9	nt	1	0.2
15	0	5	5	0.5
16	-5	nt	-5	0.6
17	-5	7	1	-0.5
18	9	-24	-8	-1.6
19	-14	2	-2	-0.9
20	6	nt	0	-0.3

# (more compounds)
cpd	molecule	D2 PAM	RXFP1 agonist	TRHR enhancer	RXFP1 antagonist	D1 agonist
21	COc1ccc(NC(=O)CSc2nc3ncccc3[nH]2)cc1OC	3	1.1%	-5	-9	-1
22	Cc1ccc(/C=C/C(=O)CCC(=O)O)cc1	-18	2.8%	-20	8	0
23	CCC(=O)NC(c1ccccc1)c1c(O)ccc2ccccc12 (stereo not drawn)	-8	6.2%	-7	-4	17
24	O=C(O)CCC(=O)Nc1ccc(Br)cc1C(=O)c1ccccc1	-4	-0.3%	9	-2	1
25	CCCOc1cccc(-c2cc(C(=O)NN)c3ccccc3n2)c1	1	-0.1%	-13	0	1
26	COC(=O)/C=C/c1c(C)nc(NCc2ccccc2)nc1Cl	-9	0.3%	6	-19	4
27	Cc1cc(Nc2cccc([N+](=O)[O-])c2)c2ccccc2n1	-2	6.0%	-2	-17	3
28	CC1CCN(c2nc(N3CCCCC3)nc(N3CCCCC3)n2)CC1	7	-0.8%	1	8	3
29	CC(C)(C)c1ccc(C(=O)NCC(c2ccc(Cl)cc2)N2CCOCC2)cc1 (stereo not drawn)	18	-1.5%	10	?	10
30	O=C(CCSc1nccn1Cc1ccccc1)N1CCOCC1	1	-0.8%	4	-8	1

cpd	D1 antagonist	D2 antagonist	D1 PAM	D2 agonist
21	nt	10	-2	-0.5
22	-24	28	-5	0.9
23	18	-12	-2	-1.9
24	0	8	1	0.2
25	-13	-8	-3	-0.9
26	7	-11	4	0.1
27	0	0	-6	-0.7
28	3	10	-3	1.5
29	-13	nt	1	-2.0
30	-6	10	-1	-0.4

# Continuation.
cpd	molecule	D2 PAM	RXFP1 agonist	TRHR enhancer	RXFP1 antagonist	D1 agonist
31	CCOc1ccc(N2C(=O)CC(SCc3nc4ccccc4[nH]3)C2=O)cc1 (stereo not drawn)	7	-2.6%	3	-18	-1
32	Cc1ccc(N(CC(=O)N/N=C/c2ccc(OC3CSC3)cc2)S(=O)(=O)c2ccccc2)c(C)c1	-8	-2.1%	1	-2	2
33	COc1ccccc1NC(=S)NC1CCCCC1	1	2.6%	-1	13	1
34	Cc1ccc(/C=C/c2onc(C)c2S(=O)(=O)N2CCC(C(=O)NCC(C)c3ccccc3)CC2)cc1 (stereo not drawn)	-1	-2.2%	7	nt	2
35	CC1=NNC(=O)C1CCC(=O)N/N=C(\C)c1ccccc1 (stereo not drawn)	3	0.4%	5	-3	5
36	Cc1onc(-c2c(Cl)cccc2Cl)c1C(=O)c1c[nH]c(C(=O)NCC2CCCO2)c1 (stereo not drawn)	-10	-1.6%	-3	-16	4
37	CCCC(=NCc1ccccc1)C1=C(O)C(C(=O)OC)C(C)(C)CC1=O (stereo not drawn)	5	-2.0%	0	14	4
38	CC1=CC2=NC(=O)/C(=C\c3ccc(-c4ccc(Cl)cc4)o3)C(=N)N2O1	-12	4.7%	-8	nt	15
39	c1ccc(-c2noc(CSc3nnnn3-c3ccccc3)n2)cc1	-13	3.8%	-7	nt	13
40	Fc1cccc(Nc2ncnc3sc4c(c23)CCC4)c1	-4	1.4%	21	-7	1

cpd	D1 antagonist	D2 antagonist	D1 PAM	D2 agonist
31	2	-2	2	0.2
32	-1	11	-5	1.1
33	2	7	-2	0.2
34	-8	nt	0	1.8
35	-6	-30	-6	3.2
36	-5	nt	-4	nt
37	5	8	-6	0.2
38	-5	-7	-7	5.2
39	-43*	-6	-5	-1.1
40	13	-3	-8	-0.8

# RXFP1 agonist: entries above that show a hit
No.	Molecule	D2 PAM	RXFP1 agonist	TRHR enhancer	RXFP1 antagonist	D1 agonist	D1 antagonist	D2 antagonist	D1 PAM
5	COc1cccc(-c2ccc(C#N)c(SCC(=O)NCc3ccco3)n2)c1	-9	35µM*	17	-5	1	-28	13	0
10	CCCCOc1ccc(-c2c(C(=O)Nc3ccccc3)c(C)[nH]c(=S)c2C#N)cc1	-1	22µM*	-1	28	-2	22	-5	1

# Back to the main list, repeating the three entries before the break.
cpd	molecule	D2 PAM	RXFP1 agonist	TRHR enhancer	RXFP1 antagonist	D1 agonist
38	CC1=CC2=NC(=O)/C(=C\c3ccc(-c4ccc(Cl)cc4)o3)C(=N)N2O1	-12	4.7%	-8	nt	15
39	c1ccc(-c2noc(CSc3nnnn3-c3ccccc3)n2)cc1	-13	3.8%	-7	nt	13
40	Fc1cccc(Nc2ncnc3sc4c(c23)CCC4)c1	-4	1.4%	21	-7	1
41	COc1ccc(-c2nc3n(c(=O)c2C#N)CCS3)cc1	nt	5.8%	-1	-29	5
42	CN1CCN(c2ccc(Nc3ccnc4cc(Cl)ccc34)cc2)CC1	-22	-1.4%	2	-16	3
43	COc1ccc(-n2ccnc2SCC(=O)NC2CCCC2)cc1	nt	2.6%	2	2	7
44	COc1ccc(-c2nn(-c3ccccc3)cc2CNCc2cccnc2)c(F)c1	-24	-0.4%	0	-11	5
45	O=C(CCC(=O)N1CCN(c2ccccc2)CC1)Nc1nnc(C2CCCCC2)s1	-20	0.3%	2	-7	1
46	Cc1ccccc1OCC(=O)Nc1cccc(Cl)c1C	-9	-1.3%	5	0	2
47	COc1cccc(NC(=O)CNC(=O)c2ccccc2)c1	nt	-0.9%	-2	-26	4
48	CCC12CN3CC(CC)(CN(C1)C3c1ccc(OC(C)C)cc1)C2=O (stereo not drawn)	-9	-0.7%	1	-5	-1
49	COc1ccc(NC(=O)CSc2ccc3nc(-c4ccccc4)cn3n2)c(OC)c1	9	19%	-1	-5	-1
50	COc1cc(NC(=O)CCc2nnc3ccc(N4CCC(C)CC4)nn23)cc(OC)c1	nt	0.8%	9	28	2

cpd	D1 antagonist	D2 antagonist	D1 PAM	D2 agonist
38	-5	-7	-7	5.2
39	-43*	-6	-5	-1.1
40	13	-3	-8	-0.8
41	-10	nt	-10	nt
42	-1	-6	-4	1.3
43	-16	nt	nt	nt
44	22	-15	-2	1.1
45	1	-8	2	26
46	23	-2	10	-0.4
47	7	-10	1	1.0
48	9	5	12	0.8
49	-13	nt	-1	-1.1
50	-5	nt	-3	nt

# Next section.
cpd	molecule	D2 PAM	RXFP1 agonist	TRHR enhancer	RXFP1 antagonist	D1 agonist
51	COC(=O)C(NC(C)=O)(Nc1ccc(Br)cc1)C(=O)OC	9	0.5%	4	-4	4
52	CC1CN(c2cc(=O)n(-c3ccccc3)c(=O)[nH]2)CC(C)O1 (stereo not drawn)	5	0.8%	12	-3	3
53	Cc1ccc(OCC(=O)N(Cc2nc(-c3ccccc3)no2)C(C)C)cc1C	22	0.0%	19	-10	24
54	CCOc1ccc(C(=O)O/N=C(\N)c2ccccn2)cc1	-3	-1.4%	-1	-3	2
55	CCOC(=O)COc1ccc([N+](=O)[O-])cc1-c1ccnc2cc(-c3ccc(C)cc3)nn12	2	1.3%	0	nt	1
56	O=C(COC(=O)c1ccc(S(=O)(=O)NCc2ccco2)cc1)Nc1ncc(Cl)cc1Cl	nt	5.3%	-6	-7	4

cpd	D1 antagonist	D2 antagonist	D1 PAM	D2 agonist
51	-9	-8	-5	-1.3
52	-25	-4	-4	0.1
53	-19	nt	-5	0.6
54	0	2	-5	1.2
55	-8	nt	-3	-0.2
56	2	nt	-1	nt
